HTR2A ag: mouse Htr2a agonists via beta-arrestin recruitment, primary screen, cell-based, luminescence; CHO-K1 mHTR2A beta-arrestin complementation; percent of 30 µM serotonin response; activation, % at 7.6 µM; hit rate 0.66% among 360,000; AID 624169, 2012;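 active = activation above a run cutoff, the mean activation of all tested compounds plus 3 SD, cut at about 14% in these data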;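 note: 0% = plate median of compound wells and 100% = 30 µM serotonin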
hiPSC survival: enhancers of single-cell hiPSC survival, primary screen, ATPlite luminescence. 100% = ROCK inhibitor wells, 0% = DMSO. survival enhancement, % at 20 µM. hit rate 0.044% among 360,000. AID 602274, 2012; in the data active = survival enhancement above about 18%;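 note: cells exposed to compounds for 16 hours before the ATP read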
N-glyco inh: increase of ERlucT glycosylation luciferase signal, primary screen, N-linked glycosylation inhibitor project, D54 ERlucT cells, luminescence, set 2 | reporter increase, % at 12.5 µM | hit rate 0.23% among 360,000 | AID 588692, 2011 | D54 ERlucT glycosylation luciferase reporter, 24 h; percent of 100 nM tunicamycin response;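 active = mean luciferase reporter signal, scaled so untreated is 0 and the glycosylation-blocking control 100, at or above a set limit in every replicate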;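 note: luciferase carries N-glycosylation sites so blocking glycosylation raises the light; 0% = median of neutral control wells and 100% = median of 100 nM tunicamycin wells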
Granule exo inh: LAMP-1 surface exposure blockers, TALL-104 cells – cell-based, flow cytometry, MLPCN library, primary screen; TALL-104 LAMP-1 surface exposure; cells stimulated with thapsigargin and PMA; inhibition, % at 10 µM; hit rate 0.66% among 360,000;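 active = inhibition above about 55%, limit read from the data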
ABCB6 inh MLPCN: ABCB6 transporter inhibitors, primary screen, K562-ABCB6 cells, flow cytometry, MLPCN library. K562-ABCB6 porphyrin accumulation, 1 h; stronger effect = lower value. hit rate 0.19% among 360,000. fluorescence ratio to DMSO, % at 10 µM;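 active = fluorescence ratio to DMSO below 75%, the collection mean minus 3 SD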;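 note: signal is porphyrin accumulated inside mitochondria; 100% equals median channel fluorescence of DMSO control wells; lower ratio means ABCB6 inhibition with less porphyrin fluorescence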
MC4R barr agon: MC4R agonists recruiting beta-arrestin, primary screen, cell-based, luminescence, agonist arm of biased-ligand search; Melanocortin receptor 4 (Homo sapiens), P32245; U2OS MC4R beta-arrestin complementation; percent of melanotan II response, DMSO zero; activation, % at 8.9 µM; hit rate 0.98% among 360,000;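 active = activation above a per-plate cutoff, the mean activation of sample wells on that plate plus 3 SD, cut at about 8% in these data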
aDG glyco act: activators of alpha-DG glycosylation, primary screen, uHTS, Pro5-aDG cells, AlphaScreen; hit rate 0.22% among 360,000; AID 624168, 2012; alpha-DG glycosylation AlphaScreen (IIH6); 0% Pro5, 100% B10-LARGE cell signal; activation, % at 10 µM;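 active = activation of at least 8% versus controls, or a plate z-score of at least 8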;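 note: Pro5 are CHO cells carrying HIG-tagged alpha-DG that lacks glycosylation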
ABHD5 PLIN5 PPI: ABHD5-PLIN5 interaction inhibitors, primary screen, cell lysate, split luciferase complementation, luminescence | Perilipin-5 (Homo sapiens) + 1-acylglycerol-3-phosphate O-acyltransferase ABHD5 (Homo … | hit rate 0.78% among 360,000 | AID 602281, 2012 | Split G. princeps luciferase complementation, 4 h | inhibition, % at 4 µM;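 active = inhibition above the mean inhibition across every tested compound plus 3 SD, cut at about 22% in these data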;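 note: 0% = DMSO only wells and the 100% control is not disclosed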
Target sequence (Q00G26 whole entry, looked up): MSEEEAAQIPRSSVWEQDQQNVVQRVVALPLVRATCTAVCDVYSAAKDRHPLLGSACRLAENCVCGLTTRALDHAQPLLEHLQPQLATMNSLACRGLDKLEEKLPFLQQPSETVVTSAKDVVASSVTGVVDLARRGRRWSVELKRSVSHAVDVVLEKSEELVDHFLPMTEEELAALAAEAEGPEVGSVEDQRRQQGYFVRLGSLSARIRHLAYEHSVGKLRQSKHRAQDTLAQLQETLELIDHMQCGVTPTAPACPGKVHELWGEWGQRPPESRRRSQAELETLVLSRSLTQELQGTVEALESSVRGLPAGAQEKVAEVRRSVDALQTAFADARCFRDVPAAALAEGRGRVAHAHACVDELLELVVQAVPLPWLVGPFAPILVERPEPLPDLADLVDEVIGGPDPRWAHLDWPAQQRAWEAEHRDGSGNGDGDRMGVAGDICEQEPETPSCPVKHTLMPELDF
Target sequence (Q8WTS1 whole entry, looked up): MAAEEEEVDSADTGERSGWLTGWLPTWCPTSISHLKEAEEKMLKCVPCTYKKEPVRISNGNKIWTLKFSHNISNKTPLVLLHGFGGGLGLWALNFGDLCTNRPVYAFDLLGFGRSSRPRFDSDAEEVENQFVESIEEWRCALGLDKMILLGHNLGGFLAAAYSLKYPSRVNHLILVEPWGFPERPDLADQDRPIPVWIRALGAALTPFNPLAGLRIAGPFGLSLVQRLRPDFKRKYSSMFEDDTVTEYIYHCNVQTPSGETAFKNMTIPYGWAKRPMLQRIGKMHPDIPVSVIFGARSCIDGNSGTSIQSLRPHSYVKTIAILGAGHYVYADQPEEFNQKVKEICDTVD
MC4R antag cAMP: MC4R antagonists of cAMP signaling, primary screen, cell-based, TR-FRET, antagonist arm of biased-ligand search | MC4R-expressing cells, MTII-stimulated cAMP, LANCE TR-FRET | Melanocortin receptor 4 (Homo sapiens), P32245 | inhibition, % at 6.5 µM | hit rate 0.48% among 360,000;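 active = inhibition above its plate's cutoff, the mean of tested wells on that plate plus 3 SD, cut at about 29% in these data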;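 note: 0% = Melanotan II alone and 100% = Melanotan II plus saturating MCL0020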
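System – human MC4R-expressing U2OS cells · Also added – Melanotan II · Dosing – one concentration, 6.5 µM nominal · Timing – 30-min compound, 1-h challenge, 1-h detection, room temperature · Measured by – Eu-cAMP/anti-cAMP TR-FRET, emission 671 nm · Replicates – singlicate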
Cardio protect: cardioprotection against H2O2-induced cell death, primary screen, uHTS, H9c2 cells, ATPLite luminescence; hit rate 0.63% among 360,000; protection from H2O2 cell death, % at 20 µM; H9c2 cardiomyocytes, H2O2 injury protection, 2 h;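 active = compounds giving at least 50% protection of heart cells from peroxide-induced death in the single-dose screen, raw or plate-pattern-corrected value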;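 note: 0% = DMSO wells with peroxide and 100% = DMSO wells without peroxide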
Active calls of the source: *; & = joins results of further samples. Some of the compounds tested, so the mix of outcomes need not match the whole.

Letters: A = HTR2A ag; B = hiPSC survival; C = N-glyco inh; D = Granule exo inh; E = ABCB6 inh MLPCN; F = MC4R barr agon; G = aDG glyco act; H = ABHD5 PLIN5 PPI; I = MC4R antag cAMP; J = Cardio protect
1: COc1ccc(CN2C(=O)NC(=O)/C(=C\c3ccc(OC)c(OC)c3OC)C2=O)cc1
  A: -3; B: 0.5; C: 5; D: 5; E: 101; F: -1.4; G: -0.2; H: 23*; I: 3; J: 14
2: CN1CCN(C(=O)COc2ccc3ccccc3c2)CC1
  A: 0; B: 0.0; C: -2; D: -12; E: 101; F: 0.2; G: -0.1; H: 6; I: -6; J: 0
3: COC(=O)C1=C(c2ccc(S(C)(=O)=O)cc2)C[C@@H]2CC[C@H]1N2C(=O)N1CCOCC1
  A: 7; B: 0.5; C: 3; D: 18; E: 105; F: -1.3; G: 0.0; H: 3; I: 1; J: 0
4: O=c1[nH]c(=S)n(CCC2=CCCCC2)c(O)c1C=NCc1cccnc1
  A: 2; B: -0.4; C: 1; D: 10; E: 98; F: -1.8; G: -0.2; H: 0; I: 5; J: 3
5: S=C1NCCN1
  A: 0; B: 2.3; C: -1; D: -3; E: 94; F: 0.3; G: 0.2; H: 6; I: 6; J: -5
6: CCC(C)(O)C(=O)OC1C(=O)OC2CC3C(C)=CC(=O)C(O)C3(C)C3C4(O)OCC23C1C(C)C4O (configuration not stated)
  A: 5; B: -4.0; C: -18; D: 2; E: 99; F: -1.8; G: -0.2; H: 2; I: 0; J: 0
7: CN(CC(=O)Nc1ccccc1-c1ccccc1)C1CCCCC1
  A: -2; B: 4.9; C: -6; D: -2; E: 100; F: 0.8; G: 0.3; H: -6; I: 3; J: -24
8: O=C(Cn1ncc2c3ccccc3n(Cc3ccc(F)cc3)c2c1=O)N1CCC2(CC1)OCCO2
  A: -2; B: -0.4; C: -3; D: 2; E: 98; F: -0.2; G: 0.5; H: 2; I: -6; J: 14
9: CC(NCc1ccccc1C(F)(F)F)C(O)c1ccccc1 (configuration not stated)
  A: -4; B: 0.2; C: 0; D: -7; E: 99; F: 1.4; G: 0.1; H: -4; I: 7; J: 4
10: CS(=O)(=O)NCc1nnc2n1-c1ccc(Cl)cc1C(c1ccccc1)=NC2
  A: 0; B: -0.5; C: 1; D: -3; E: 89; F: -1.3; G: -0.1; H: 3; I: 1; J: -9
11: Cc1nc2ccccc2c(=O)n1-c1ccc(Br)cn1
  A: 6; B: 0.1; C: 0; D: 0; E: 97; F: 1.8; G: -0.2; H: -8; I: 15; J: 1
12: COC(=O)C1=C(c2ccc(OC(F)(F)F)cc2)C[C@@H]2CC[C@H]1N2C(=O)NCCOc1ccccc1
  A: 3; B: 0.4; C: -3; D: 5; E: 84; F: 0.2; G: 0.0; H: 3; I: -3; J: -2
13: COC(=O)C(O)(c1ccc(NC(=O)c2cccs2)cc1)C(F)(F)F (configuration not stated)
  A: 2; B: 0.5; C: 1; D: -4; E: 98; F: -1.3; G: 0.2; H: -5; I: 18; J: -5
14: OC(c1ccccc1)(c1ccccc1)C1CN2CCC1CC2 (configuration not stated)
  A: -6; B: 0.5; C: 4; D: 2; E: 97; F: -1.8; G: 1.2; H: 2; I: 8; J: 2
15: Cc1cc(N(CCCl)CCCl)ccc1C=NNC(=O)Cc1cc(=O)oc2cc(O)ccc12
  A: 8; B: 1.1; C: 9; D: -2; E: 100; F: -0.5; G: 1.1; H: 6; I: 1; J: -6
16: CCCN(CCC)C1Cc2cc(OC)c(OC)cc2C1
  A: -2; B: -2.5; C: -1; D: -2; E: 95; F: 0.3; G: 0.2; H: 6; I: 15; J: -8
17: CCOC(=O)c1nsnc1NCCCl
  A: 0; B: 1.5; C: 1; D: -4; E: 102; F: 0.3; G: -0.6; H: -4; I: -4; J: -4
18: O=C1NC(=O)C2C1C1(Cl)C(Cl)=C(Cl)C2(Cl)C1(Cl)Cl (configuration not stated)
  A: 3; B: -1.8; C: 1; D: -8; E: 104; F: 0.1; G: -0.1; H: 2; I: 10; J: -2
19: COc1ccc(C(=O)CC(c2ccc(OC)c(OC)c2)c2c(O)c3ccccc3oc2=O)cc1OC (configuration not stated)
  A: -2; B: 2.2; C: 1; D: -8; E: 96; F: -0.7; G: 0.2; H: -5; I: 0; J: 7
20: Cc1cccc(CN2CCN(CC(=O)N3CCC4(CC3)OCCO4)C2=O)c1
  A: 3; B: -1.3; C: 0; D: 0; E: 97; F: -1.1; G: -0.3; H: 3; I: 5; J: 0
21: Cc1ccc(-c2nc3ccccc3c(=O)n2-c2cccc(O)c2)cc1
  A: 1; B: -0.2; C: 1; D: -6; E: 99; F: -2.4; G: -0.5; H: -4; I: 13; J: 7
22: CC(=O)OC1CCC2(C)C3CCC4(C)C(OC(C)=O)CCC4C3C(C)C2(O)C1 (configuration not stated)
  A: -2; B: 2.0; C: 1; D: -4; E: 91; F: 1.6; G: 0.0; H: -2; I: -3; J: 2
23: CCOC(=O)C1CCN(/C=C2/C(=O)NC(=S)N(c3ccccc3F)C2=O)CC1
  A: 1; B: 2.0; C: 0; D: 4; E: 103; F: -2.2; G: 0.1; H: -2; I: 5; J: -2
24: COc1cc(C(=O)O)cc(OC)c1OC
  A: -1; B: 1.8; C: -1; D: 2; E: 90; F: -0.5; G: 1.8; H: 1; I: 5; J: -4
25: Cc1ccc(N2C(=O)NC(=O)/C(=C\c3cn(CC(=O)O)c4ccccc34)C2=O)cc1
  A: -2; B: 0.1; C: 0; D: -2; E: 102; F: -0.3; G: 0.0; H: 27*; I: -7; J: 1
26: Cc1c(P(=S)(c2ccccc2)c2ccccc2)[n+]2ccccc2n1C
  A: -1&4; B: 4.2&-2.3; C: 4&-1; D: -10&-14; E: 99&100; F: -0.4&-2.2; G: 0.2&-0.2; H: 2&8; I: 7&9; J: -14&-10

Results in HTR2A ag, hiPSC survival and ABHD5 PLIN5 PPI, for some of the entries so far:
| # | SMILES | HTR2A ag | hiPSC survival | ABHD5 PLIN5 PPI |
| --- | --- | --- | --- | --- |
| 21 | Cc1ccc(-c2nc3ccccc3c(=O)n2-c2cccc(O)c2)cc1 | 1 | -0.2 | -4 |
| 2 | CN1CCN(C(=O)COc2ccc3ccccc3c2)CC1 | 0 | 0.0 | 6 |

Another view of some results above:
No.	mol	HTR2A ag	hiPSC survival	N-glyco inh	Granule exo inh	ABCB6 inh MLPCN	MC4R barr agon	aDG glyco act	ABHD5 PLIN5 PPI	MC4R antag cAMP	Cardio protect
1	COc1ccc(CN2C(=O)NC(=O)/C(=C\c3ccc(OC)c(OC)c3OC)C2=O)cc1	-3	0.5	5	5	101	-1.4	-0.2	23*	3	14
2	CN1CCN(C(=O)COc2ccc3ccccc3c2)CC1	0	0.0	-2	-12	101	0.2	-0.1	6	-6	0
3	COC(=O)C1=C(c2ccc(S(C)(=O)=O)cc2)C[C@@H]2CC[C@H]1N2C(=O)N1CCOCC1	7	0.5	3	18	105	-1.3	0.0	3	1	0
4	O=c1[nH]c(=S)n(CCC2=CCCCC2)c(O)c1C=NCc1cccnc1	2	-0.4	1	10	98	-1.8	-0.2	0	5	3
5	S=C1NCCN1	0	2.3	-1	-3	94	0.3	0.2	6	6	-5
6	CCC(C)(O)C(=O)OC1C(=O)OC2CC3C(C)=CC(=O)C(O)C3(C)C3C4(O)OCC23C1C(C)C4O (configuration not stated)	5	-4.0	-18	2	99	-1.8	-0.2	2	0	0
7	CN(CC(=O)Nc1ccccc1-c1ccccc1)C1CCCCC1	-2	4.9	-6	-2	100	0.8	0.3	-6	3	-24
8	O=C(Cn1ncc2c3ccccc3n(Cc3ccc(F)cc3)c2c1=O)N1CCC2(CC1)OCCO2	-2	-0.4	-3	2	98	-0.2	0.5	2	-6	14

Screening data as filed in PubChem BioAssay.
